NTR1 ag: agonists of NTR1, primary screen, imaging, U2OS cells, beta-arrestin-GFP, high content (AID 493036); P30989; NTR1-U2OS beta-arrestin-GFP spot imaging, agonist mode; activation, % at 20 µM; actives 0.17% (n = 330,000);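 active means activation at or above 40% of the spot to cytoplasm intensity ratio, with at least 20 cells analyzed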;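 further: 0% = DMSO without peptide and 100% = 100 nM NTR1 peptide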
Target sequence (P30989 whole entry, looked up): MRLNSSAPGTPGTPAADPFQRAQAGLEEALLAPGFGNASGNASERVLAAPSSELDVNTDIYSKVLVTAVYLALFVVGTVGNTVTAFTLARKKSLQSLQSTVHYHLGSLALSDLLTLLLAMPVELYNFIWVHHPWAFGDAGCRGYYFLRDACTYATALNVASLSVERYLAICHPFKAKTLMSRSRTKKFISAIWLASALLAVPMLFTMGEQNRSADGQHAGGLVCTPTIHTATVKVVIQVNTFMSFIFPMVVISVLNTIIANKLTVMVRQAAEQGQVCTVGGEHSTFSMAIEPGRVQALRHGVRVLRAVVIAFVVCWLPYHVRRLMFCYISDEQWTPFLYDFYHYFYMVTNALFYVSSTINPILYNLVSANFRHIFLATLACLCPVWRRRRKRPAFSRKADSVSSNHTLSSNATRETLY
NS5 inhibitors: flavivirus cap methylation enzyme inhibition – biochemical, confirmation dose response, primary screen (AID 588689) | one-dose inhibition, % at 25 µM; IC50 in µM for titrated hits | Dengue-2 NS5 methyltransferase capping enzyme assay, biochemical; higher % means a stronger effect | actives 0.3% (n = 340,000); in the data active means a potency from the dose series
AID2073: disruptors of CaV2.2 binding to Mint1 – biochemical, HTRF (AID 2073). HTRF protein-protein interaction, Mint1-CaV2.2; higher % means a stronger effect. inhibition, % at 20 µM; hits with a dose series show IC50 in µM. actives 0.19% (n = 290,000); in the data active means inhibition mostly above about 51%, no sharp cut-off; further: some results filed as inactive read as strong as hits
GPR55 beta-arrestin: selective activators of receptor GPR55 – imaging, U2OS cells, beta-arrestin-GFP redistribution, primary screen (AID 1961); U2OS GPR55 beta-arrestin-GFP redistribution imaging; higher % means a stronger effect; activation, % at 10 µM, or EC50 in µM where a hit was titrated; actives 0.048% (n = 290,000);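 active means activation above 40% with more than 50 cells counted in the well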;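 further: U2OS osteosarcoma cells stably expressing GPR55 and beta-arrestin-GFP; plate controls were DMSO negative control for no effect and LPI positive control for full effect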
Large T inhibition: TAg ATPase/helicase activity blockers – biochemical (AID 1903); SV40 large T antigen ATPase/helicase inhibition assay; higher % means a stronger effect; one-dose inhibition, % at 20 µM; IC50 in µM for titrated hits; actives 0.39% (n = 310,000); in the data active means a potency from the dose series; further: strong numbers were not always called active
MgcRacGAP inhibition: MgcRacGAP GTPase-activating activity inhibitors, confirmation, biochemical, ADP Hunter fluorescence; inhibition, % at 30 µM; hits with a dose series show IC50 in µM; MgcRacGAP-stimulated Rac1 GTP hydrolysis, ADP Hunter fluorescence; higher % means a stronger effect; GST-tagged Rac1 F28L mutant substrate; actives 0.6% (n = 340,000);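 active means first-screen hits whose inhibition reached a set limit at any dose in the follow-up dose series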;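 further: fluorescence reports GDP produced by GAP-driven GTP hydrolysis; strong numbers were not always called active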
GPR35 arrestin U2OS: GPR35 antagonists blocking zaprinast-driven arrestin recruitment, primary screen, imaging, U2OS, beta-arrestin-GFP, zaprinast agonist (AID 2058); U2OS GPR35 beta-arrestin-GFP translocation imaging, zaprinast antagonism; higher % means a stronger effect; one-dose inhibition, % at 10 µM; IC50 in µM for titrated hits; actives 0.052% (n = 290,000);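 active means inhibition of at least 50% with at least 30 cells and total cytoplasm GFP at most 10,000,000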
Yfh1-off respiration: mitochondrial function rescue without frataxin homolog – Friedreich's ataxia, plus single-dose screen, dose response (AID 1465). actives 0.074% (n = 220,000). fold induction at 50 µM, or EC50 in µM where a hit was titrated. S. cerevisiae Yfh1-off respiration, WST-1 reduction, 72 h; higher fold induction means a stronger effect;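 active means fold induction of absorbance versus untreated yeast above a set limit, then at least 30% activation at any dose in follow-up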;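 further: activators that raise dye reduction in frataxin-depleted yeast; strong numbers were not always called active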
GPR55 LPI antagonism: inhibition of LPI-stimulated GPR55 beta-arrestin translocation – imaging, U2OS, beta-arrestin-GFP, LPI agonist, primary screen (AID 2013) | U2OS GPR55 beta-arrestin-GFP translocation imaging, LPI antagonism; higher % means a stronger effect | inhibition, % at 10 µM, or IC50 in µM where a hit was titrated | actives 0.13% (n = 290,000);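 active means spots per cell inhibited over 60%, with over 100 cells counted and total cytoplasm intensity under 500,000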;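 further: U2OS cells stably carrying GPR55 and arrestin-GFP stimulated by 5 µM LPI near EC80; imaged beta-arrestin-GFP aggregate spots per cell after agonist stimulation; plate controls were LPI-stimulated DMSO wells for no effect and DMSO wells without LPI for full effect; some results filed as inactive read as strong as hits; confirmed hits need IC50 under 10 µM and bright autofluorescent wells are also inconclusive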
NTR1 ag cell count 20 µM: further read-out of NTR1 ag, marked with its call; cell count; measured here: cell count, cytotoxicity flag
NS5 inhibitors pilot replicate: also measured in NS5 inhibitors; calls as there; inhibition, %; measured here: pilot screen replicate inhibition
* hit, by the source's call; i = inactive; nt = no result given.

Start of the data: the first 5 records, to show the layout:
SMILES	NTR1 ag	NTR1 ag cell count 20 µM	NS5 inhibitors	AID2073	GPR55 beta-arrestin	Large T inhibition	MgcRacGAP inhibition	GPR35 arrestin U2OS	Yfh1-off respiration	GPR55 LPI antagonism	others
COc1cc(NC(=O)CCNS(=O)(=O)c2cc(Br)cnc2N)cc(OC)c1	-1.9	74	-11%	5%	-0.2%	3%	-1%	5%	nt	-31%
COc1ccc(S(=O)(=O)N(C)CC(=O)N2CCCC2)cc1Cl	-1.2	107	-1%	41%	-0.1%	-1%	3%	-14%	i	2%
CCOC(=O)c1c(C)nc2sccn12	0.0	50	-12%	41%	-0.2%	6%	8%	12%	i	-2%
Cc1nn(-c2ccccc2)cc1/C=N/NC(=O)c1cccs1	-0.2	47	-2%	14%	-0.2%	6%	9%	8%	i	4%
COCCNC(=O)c1cc2cc3ccc(OC)cc3nc2o1	-0.4	76	0%	17%	0.4%	6%	14%	-5%	nt	-2%

The list itself, repeating the preview:
SMILES	NTR1 ag	NTR1 ag cell count 20 µM	NS5 inhibitors	AID2073	GPR55 beta-arrestin	Large T inhibition	MgcRacGAP inhibition	GPR35 arrestin U2OS	Yfh1-off respiration	GPR55 LPI antagonism	others
COc1cc(NC(=O)CCNS(=O)(=O)c2cc(Br)cnc2N)cc(OC)c1	-1.9	74	-11%	5%	-0.2%	3%	-1%	5%	nt	-31%
COc1ccc(S(=O)(=O)N(C)CC(=O)N2CCCC2)cc1Cl	-1.2	107	-1%	41%	-0.1%	-1%	3%	-14%	i	2%
CCOC(=O)c1c(C)nc2sccn12	0.0	50	-12%	41%	-0.2%	6%	8%	12%	i	-2%
Cc1nn(-c2ccccc2)cc1/C=N/NC(=O)c1cccs1	-0.2	47	-2%	14%	-0.2%	6%	9%	8%	i	4%
COCCNC(=O)c1cc2cc3ccc(OC)cc3nc2o1	-0.4	76	0%	17%	0.4%	6%	14%	-5%	nt	-2%
O=C(NCCCN1CCCC1=O)c1cccc(NS(=O)(=O)c2ccccc2)c1	-0.4	59	4%	nt	nt	6%	2%	nt	nt	nt
CCOC(=O)N1CCC(NC(=O)CCN2C(=O)COc3ccccc32)CC1	0.6	43	-1%	4%	-0.1%	5%	22%	-10%	i	14%
COC(=O)Cn1ncc(N2C3CC(CC(C)(C)C3)C2C)c(Cl)c1=O (stereo unspecified)	1.6	53	4%	-1%	0.6%	6%	2%	-5%	i	0%
O=C(Nc1ccc2c(c1)OCO2)C1CC(=O)N(c2cccc(Cl)c2)C1 (stereo unspecified)	0.7	49	-7%	-2%	-0.2%	-1%	2%	23%	nt	9%
CC(Cc1c[nH]c2ccccc12)NC(=O)C1CCCNC1=O (stereo unspecified)	-1.0	40	1%	3%	-0.2%	5%	6%	2%	i	-4%
O=C(C1CCCCN1S(=O)(=O)c1ccccc1)N1CCN(C(c2ccccc2)c2ccccc2)CC1 (stereo unspecified)	1.0	76	5%	1%	-0.1%	9%	14%	12%	i	12%
Cc1ccc(C(=O)c2cc3c(cc2N)OCCO3)cc1	-3.0	45	-7%	8%	0.2%	3%	0%	-7%	i	5%
c1ccc2[nH]c(-c3nc4ccccc4[nH]3)nc2c1	-6.8	66	-11%	44%	0.0%	10%	8%	-9%	i	3%	NS5 inhibitors pilot replicate=-3.5
O=C(N/C(=C\c1ccc(O)cc1)C(=O)N1CCCCC1)c1ccccc1	1.0	65	-8%	5%	0.4%	32%	47µM*	0%	nt	5%
C=CCN(C(=O)c1csnn1)C(C(=O)NCc1ccc(F)cc1)c1sccc1C (stereo unspecified)	0.8	51	7%	2%	0.4%	23%	4%	0%	nt	99%
COc1ccccc1CNC(=O)C1COc2ccccc2O1 (stereo unspecified)	-0.6	90	-5%	1%	-0.2%	-6%	8%	-6%	i	0%
CCOC(=O)C1=C(C)N=c2s/c(=C\c3ccc(OCC(=O)O)cc3)c(=O)n2C1c1ccc(OC(C)C)cc1 (stereo unspecified)	6.4	55	6%	40%	-0.2%	7%	10%	-10%	i	35%
CC(=O)c1c(C)nc(C)nc1NC(=O)Cc1ccccc1	1.3	40	-4%	5%	-0.1%	2%	6%	10%	i	7%
COc1ccc(NC(C)=O)cc1NC(=O)c1ccc(C#N)cc1	0.9	44	24%	20%	0.0%	3%	-31%	-13%	i	2%
CC(C)(C)NC(=O)c1cccnc1Sc1ccccc1	-1.4	88	2%	-5%	-0.2%	14%	3%	-2%	i	0%
COCCNC(=O)C1CCC(CNS(=O)(=O)c2ccccc2)CC1 (stereo unspecified)	-0.8	93	3%	7%	-0.2%	22%	2%	-7%	nt	12%
O=C(CN1C(=O)COc2ccccc21)NCCCN1CCc2ccccc2C1	0.2	53	-3%	18%	-0.1%	1%	3%	-10%	i	-3%
Cc1cc(=O)oc2c(C)c(OC3CCCCC3=O)ccc12 (stereo unspecified)	0.1	85	-3%	5%	-0.1%	25%	2%	4%	nt	6%
CCCCCCN1CC(=O)N2[C@@H](Cc3c([nH]c4ccccc34)C2(C)C)C1=O	5.6	85	-5%	11%	0.0%	9%	9%	20%	nt	12%
CC1CCC(C(C)C)C(OP(=O)(c2ccccc2)C(O)c2ccncc2)C1 (stereo unspecified)	1.8	48	-13%	34%	-0.5%	6%	-2%	-12%	i	1%
SMILES	NTR1 ag	NTR1 ag cell count 20 µM	NS5 inhibitors	AID2073	GPR55 beta-arrestin	Large T inhibition	MgcRacGAP inhibition	GPR35 arrestin U2OS	Yfh1-off respiration	GPR55 LPI antagonism	others
CCC1S/C(=N\S(=O)(=O)c2cccs2)N(C2CCCCC2)C1=O (stereo unspecified)	0.2	70	-9%	1%	-0.1%	16%	5%	8%	i	-2%
CCN(CC)S(=O)(=O)c1cccc(-c2csc(C)n2)c1	0.9	78	-5%	-2%	-0.3%	16%	-1%	-7%	i	-5%
CCN(CC(=O)Nc1c(F)cccc1F)C(=O)CCNC(=O)c1ccc([N+](=O)[O-])cc1	0.9	51	-10%	nt	nt	8%	7%	nt	nt	nt
COC(=O)c1scc(C)c1NC(=O)Nc1ccccc1	-1.9	40	-12%	3%	0.0%	7%	3%	-20%	i	-4%
CC(C)C(=O)N1CCN(c2ccc(NC(=O)c3ccc(Br)o3)cc2)CC1	1.4	85	-3%	-18%	-0.1%	17%	8%	-5%	i	-4%
CC(=O)Nc1ccc(OS(=O)(=O)c2c(C)cc(C)cc2C)cc1	-1.5	100	-6%	5%	-0.1%	11%	9%	3%	i	9%
O=C(NCc1ccccc1)C(c1ccncc1)N(C(=O)c1ccccn1)c1ccccc1 (stereo unspecified)	-1.1	57	-5%	0%	-0.4%	3%	6%	10%	nt	-3%
Cc1nc(N2CCOCC2)c2cc(-c3ccccc3)sc2n1	-0.1	32	2%	7%	0.3%	-1%	19%	8%	i	-5%
CCOC(=O)C1(Cc2ccccc2C)CCCN(C(=O)COC)C1 (stereo unspecified)	0.2	56	-12%	9%	0.1%	2%	-1%	8%	nt	-2%
Cc1ccc(CN(CC(=O)NCC2CCCO2)S(=O)(=O)c2ccc(C)cc2)cc1 (stereo unspecified)	1.1	49	-5%	8%	-0.2%	5%	5%	-4%	nt	15%
Cc1ccc(NC(=O)c2ccc(CSc3ccccn3)cc2)c(O)c1	0.4	51	-9%	-3%	0.2%	3%	9%	7%	i	18%
COCc1cc(C)nc(SCC(=O)Oc2ccc(Cl)cc2)c1C#N	5.9	77	-9%	14%	-0.4%	16%	7%	-2%	i	2%
c1ccc2c(c1)CC(N1CCCCC1)c1ccccc1N2 (stereo unspecified)	-0.5	42	2%	3%	0.2%	8%	14%	-2%	i	1%
CCOC(=O)Nc1ccc(OC)c([N+](=O)[O-])c1	-1.3	62	4%	-5%	0.6%	9%	-1%	1%	i	6%
COc1ccc(C(=O)Nc2nc(N)n(-c3ccccc3)n2)cc1	-1.3	74	-8%	-5%	-0.2%	14%	8%	14%	i	10%
Cc1ccc(C)c(S(=O)(=O)c2c(N)n(/N=C/c3ccco3)c3nc4ccccc4nc23)c1	1.5	49	-8%	32%	-0.3%	14%	7%	-6%	i	-13%
COc1cccc(CNC2CCCCCCC2)c1OC	0.4	46	nt	6%	-0.4%	4%	20%	-7%	nt	-3%
O=c1oc2ccc3ccccc3c2cc1-c1nc2ccccc2o1	11	63	6%	nt	nt	nt	10%	nt	i	nt
Fc1cccc(CO/N=C/c2c(-c3ccccc3)nc3ccc(Cl)cn23)c1	11	71	-5%	7%	0.3%	28%	4%	9%	i	21%
Cc1cc(C)c2cc(C#N)c(N3CCCC3)nc2c1	2.4	65	-10%	16%	-0.1%	13%	3%	14%	nt	2%
COc1ccc(-c2nn(-c3ccccc3)cc2C(=O)N2CCN(S(=O)(=O)c3cccc(F)c3)CC2)cc1	1.9	63	4%	nt	nt	9%	2%	nt	nt	nt
CSc1ncc(CN2CCN(C(C)C)C(CCO)C2)cn1 (stereo unspecified)	0.5	55	6%	3%	-0.3%	0%	11%	-1%	i	14%
COc1cc([N+](=O)[O-])cc2cc(C(=O)N3CCN=C3c3ccccc3)c(=O)oc12	2.1	66	9%	6%	-0.2%	20%	13%	4%	i	9%
O=C(NCc1ccc(F)cc1)c1ccc(CNc2c(N3CCOCC3)c(=O)c2=O)cc1	0.5	75	-10%	6%	0.6%	2%	6%	-8%	i	12%
O=S(=O)(Nc1cccc(Oc2ccc(Cl)cc2)n1)c1ccc(F)cc1	0.9	83	1%	8%	0.3%	6%	0%	-18%	nt	4%
SMILES	NTR1 ag	NTR1 ag cell count 20 µM	NS5 inhibitors	AID2073	GPR55 beta-arrestin	Large T inhibition	MgcRacGAP inhibition	GPR35 arrestin U2OS	Yfh1-off respiration	GPR55 LPI antagonism	others
O=C(c1ccccc1)c1nn(-c2ccccc2)c(=O)cc1C(F)(F)F	-1.5	70	0%	10%	-0.1%	11%	24%	3%	i	4%
CN1CCCC(OC(=O)CCCCC(=O)OC2CCCN(C)C2)C1 (stereo unspecified)	-0.2	42	-1%	16%	0.0%	15%	-6%	1%	i	2%
COc1ccccc1C(=O)Nc1ccc(NC(=O)c2ccco2)cn1	-1.3	26	1%	1%	0.4%	6%	4%	3%	nt	-2%
CCOc1ccc(N(CC(=O)NCc2ccc(C)cc2)S(=O)(=O)c2c(C)[nH]c(=O)[nH]c2=O)cc1	1.1	57	-9%	3%	-0.2%	3%	4%	13%	nt	8%
CCOC(=O)C1=C(N)Oc2cc(O)ccc2C1c1cccc([N+](=O)[O-])c1 (stereo unspecified)	3.3	89	-8%	14%	-0.1%	13%	7%	3%	i	45%
NCCCCC(N)c1cn([C@@H](CCC(=O)O)C(=O)N2CCNCC2)nn1 (stereo partly specified)	-3.0	66	9%	nt	nt	5%	8%	nt	nt	nt
CC(=O)N1C(C)(C)CC(=NOC(=O)c2ccc(C)cc2)CC1(C)C	-0.3	30	-18%	-6%	-0.1%	4%	6%	23%	i	4%

Bioassay records (PubChem)
